# Compound activity as filed in PubChem BioAssay.
# PfM18AAP inh: blocks P. falciparum M18 aspartyl aminopeptidase. recombinant PfM18AAP, H-Glu-NHMec fluorogenic cleavage. inhibition, % at 7.35 µM. 290,000 tested, 1.2% active. AID 1822;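 active = inhibition above the campaign mean inhibition over all tested compounds plus 3 SD, cut at about 28% in these data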;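 also: 0% = plate median of test compound wells and 100% = 2 mM ZnCl2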
# NALP1 yeast inh: blocks the NALP1 inflammasome reconstituted in yeast; S. cerevisiae NALP1/ASC/caspase-1 growth, X-gal OD620, 72 h; inhibition, % at 10 µM; 280,000 tested, 0.61% active; in the data active = inhibition mostly above about 24%, no sharp cut-off; inactive = mostly below about 32%; also: some compounds called inactive have numbers as strong as hits
# VIM-2 inhibitor: blocks Pseudomonas aeruginosa VIM-2 metallo-beta-lactamase | AID 1527 | 290,000 tested, 0.89% active | inhibition, % at 5.6 µM | purified VIM-2, nitrocefin hydrolysis, epi-absorbance fluorescence;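 active = inhibition above the mean of all tested compounds plus 3 SD, cutoff set per screening run, cut at about 7.5% in these data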;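 also: red hydrolysis product quenches plate fluorescence so inhibitors raise well fluorescence; 0% = enzyme with DMSO and 100% = DMSO without enzyme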
# PHOSPHO1 inh: inhibitors of human PHOSPHO1 phosphatase; inhibition, % at 13.3 µM; recombinant PHOSPHO1, absorbance phosphatase assay; 290,000 tested, 1.1% active; Q8TCT1; in the data active = inhibition above about 60%
# Target sequence (Q8TCT1 whole entry, looked up): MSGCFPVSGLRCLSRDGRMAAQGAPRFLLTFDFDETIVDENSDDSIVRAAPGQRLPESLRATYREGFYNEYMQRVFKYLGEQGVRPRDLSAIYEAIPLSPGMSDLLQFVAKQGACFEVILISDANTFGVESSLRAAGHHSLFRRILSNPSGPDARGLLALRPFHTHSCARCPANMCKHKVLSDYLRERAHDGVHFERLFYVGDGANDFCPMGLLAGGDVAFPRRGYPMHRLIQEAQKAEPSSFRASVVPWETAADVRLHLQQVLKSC
# IDE cell activ: IDE (human) activation, cell-based. 340,000 tested, 0.073% active. activation, % at 5.96 µM. HEK cells, FAbeta-B cleavage, fluorescence polarization; 0% vehicle, 100% cell-free pure enzyme wells;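 active = activation above the mean of all tested compounds plus 3 SD, set per screening campaign, cut at about 17% in these data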
# IMP-1 inh: inhibitors of Pseudomonas aeruginosa IMP-1 metallo-beta-lactamase | purified IMP-1, nitrocefin hydrolysis, epi-absorbance fluorescence | inhibition, % at 5.6 µM | 290,000 tested, 0.45% active;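 active = inhibition above the mean plus 3 SD of all compounds in the same screening run, cut at about 4.5% in these data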;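 also: 0% = IMP-1 with DMSO and 100% = DMSO wells lacking enzyme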
#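 system = purified recombinant IMP-1 beta-lactamase | amount = 0.2 nM IMP-1, as dispensed | medium = HEPES buffer pH 7.1 with ZnSO4 and Brij 35 | times = 25 °C, 15 min preincubation, 25 min reaction | detection = plate fluorescence quenching by hydrolysis product, ex 480/em 530 nm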
# GPR7 antag: human neuropeptides B/W receptor 1 antagonism | P48145 | GPR7-expressing cells, fluorescence antagonist assay | inhibition, % at 4.4 µM | 290,000 tested, 1.1% active | AID 1861; in the data active = inhibition above about 16%, passing the limit was not always enough;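 also: cells stimulated with the agonist NPW; 0% = agonist with vehicle and 100% = vehicle without agonist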
# Target sequence (P48145 whole entry, looked up): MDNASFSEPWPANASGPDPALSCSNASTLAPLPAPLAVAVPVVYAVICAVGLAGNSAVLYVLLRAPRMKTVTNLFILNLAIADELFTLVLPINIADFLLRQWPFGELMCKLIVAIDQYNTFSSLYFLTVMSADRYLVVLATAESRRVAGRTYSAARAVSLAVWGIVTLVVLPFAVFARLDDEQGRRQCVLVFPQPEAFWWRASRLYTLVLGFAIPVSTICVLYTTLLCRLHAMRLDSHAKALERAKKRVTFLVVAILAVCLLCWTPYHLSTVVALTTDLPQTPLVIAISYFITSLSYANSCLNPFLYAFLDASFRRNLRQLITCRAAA
# pCIP destab: p/CIP protein destabilization | Q05BA5 | F442A p/CIP-EGFP cells, EGFP fluorescence, 16 h | decrease of EGFP signal, % at 10 µM | 290,000 tested, 0.01% active | AID 1984;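 active = EGFP signal decrease of at least 30% at 10 µM or well 3 SD below plate mean, unless failing retest; inactive = the rest, including hits failing retest or dose response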; also: some compounds called inactive have numbers as strong as hits; many of its hits are not listed in these tables
# IDE cell inh: cellular human IDE inhibition; 320,000 tested, 0.41% active; HEK cells, FAbetaB cleavage, fluorescence polarization; inhibition, % at 5.59 µM;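 active = percent inhibition above the average of all tested compounds plus 3 SD, set per screening campaign, cut at about 16% in these data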;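 also: IDE supplied by intact live HEK cells; FP after avidin binding of uncleaved biotin substrate so inhibition keeps polarization high; 0% = DMSO wells and 100% = 60 µM reference IDE inhibitor Ii1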
# * hit, by the source's call; / = not tested or not shown.
SMILES,PfM18AAP inh,NALP1 yeast inh,VIM-2 inhibitor,PHOSPHO1 inh,IDE cell activ,IMP-1 inh,GPR7 antag,pCIP destab,IDE cell inh
Cc1ccc(-c2ccc(=O)n(CC(=O)NCCN3CCCCC3C)n2)cc1 (stereo unspecified),-8,-3,-1.9,-9,-9,-3.7,-6,0,4
COc1cc(OC)c(NC(=O)c2cncn2-c2ccc(F)cc2)cc1Cl,6,4,-3.5,20,-3,-1.8,-22,-15,4
Cc1cc(NC(=O)/C=C\C(=O)O)c([N+](=O)[O-])cc1C,2,4,-4.4,4,3,-4.4,-9,-5,4
CCOc1ccc(N/C(N)=N/c2nc(C)cc(C)n2)cc1,-3,2,1.0,/,-3,0.9,99*,1,3
O=C(CCN=C1NS(=O)(=O)c2ccccc21)N1CCc2ccccc2C1,-19,8,-2.0,8,2,-2.8,2,-8,0
O=C(OCC(=O)N1CCc2ccccc21)c1cccnc1Cl,2,10,-2.7,-3,7,0.3,-9,-12,1
CCOc1ccc(CC(=O)N/N=C/c2cccnc2)cc1,-2,0,-2.0,4,2,-2.9,-8,-5,9
O=C1CN(C(=O)c2ccc(Br)o2)C(c2ccccc2)c2cc(Br)ccc2N1 (stereo unspecified),5,-18,0.5,11,-5,-4.2,-13,-14,6
Cc1ccc(NC(=O)c2ccc(CSc3nnc(-c4ccncc4)n3C)cc2)c(C)c1,6,6,-1.2,-1,-11,-2.9,-8,-28,9
CN(C)c1ccc(N2C(=NC(=O)c3ccccc3)SC3CS(=O)(=O)CC32)cc1 (stereo unspecified),-2,12,-0.7,13,7,-0.5,-15,-4,0
Cc1onc(-c2ccccc2Cl)c1C(=O)Oc1cc(N)n(S(=O)(=O)c2ccc(F)cc2)n1,8,-7,1.5,18,-2,0.5,25,0,4
COc1ccc(CCNc2cc(C)[nH]c(=O)c2)cc1OC,10,19,-0.7,20,-7,-0.8,-9,4,6
CCOC(=O)c1c(NC(=S)Nc2cccc(C)c2)sc2c1CC(C)(C)SC2,2,5,-5.0,-1,-4,0.8,-2,-22,-6
Cc1cc(C)c2c(C)[nH]nc2n1,-3,16,-3.4,42,/,-1.5,2,11,1
COc1cccc(CN2CC(C(=O)NCCN3CCOCC3)CCC2=O)c1 (stereo unspecified),3,14,-2.6,12,1,-4.6,-11,7,-1
COc1ccc(C(=O)C2CCCCC2=O)cc1 (stereo unspecified),-10,-1,-0.6,-26,6,-3.9,-7,2,11
N=C(N)N=Nc1c(O)[nH]c2ccc(Br)cc12,-7,10,3.8,2,1,-3.2,-2,-12,-2
CCOC(=O)c1c(/N=C/c2ccccc2O)sc2c1CCC2,4,23,1.1,6,-5,4.0,-3,-12,8
O=C(Nc1ccc(S(=O)(=O)Nc2nccs2)cc1)C1=NN(c2ccccc2)C(=O)CC1,2,5,-6.7,-4,-4,-4.4,-1,-5,-1
CCN(CC)S(=O)(=O)c1cccc(C(=O)Nc2ccccc2)c1,-7,1,-1.7,-30,2,-2.5,-8,1,3
Cc1sc2ncnc(N3CCN(CCOc4ccc(Cl)cc4)CC3)c2c1C,1,-3,-3.7,7,-3,-0.7,5,4,9
C=C(C)CSc1nc2nc(C)c(Br)cc2[nH]1,10,3,-4.6,83*,-2,-0.2,-2,-20,0
O=C(O)c1cccc(-c2ccc(/C=N/Nc3ccc([N+](=O)[O-])cc3)o2)c1,18,/,0.4,13,-10,-0.1,11,-39,18*
COCCC(=O)N1CCC(Oc2ccc(C(=O)N(C)C3CCCCC3)cc2)CC1,0,7,-4.0,14,3,-3.3,-15,9,5
COC(=O)c1ccc2nc(C)cc(Nc3ccc(N(C)C)cc3)c2c1,-15,14,8.3*,-9,5,-5.0,2,-4,2
O=C(CSc1nnc(COc2ccc3c(c2)CCCC3)o1)Nc1ccc(F)cc1,3,16,-2.1,-5,-1,-2.3,-8,4,-3
COc1ccc(S(=O)(=O)NCC2CCCN(C(=O)CSC)C2)cc1 (stereo unspecified),2,8,-1.1,14,-1,-1.8,-10,5,2
O=C(NCCCl)Nc1ccc(Cl)c([N+](=O)[O-])c1,3,-17,0.2,15,0,-1.5,-5,1,3
O=C(/C=C/c1ccc(F)cc1)NC(=S)N1CCN(c2ccccn2)CC1,8,14,-2.5,56,13,-2.2,10,5,8
O=[N+]([O-])c1cc(C(F)(F)F)ccc1NN=C1CCCC1,8,27,-1.7,0,1,-6.0,0,11,0
CCCS(=O)(=O)NCc1cn2cccc(C)c2n1,-5,-114,-2.5,5,4,-1.8,-4,5,-1
Cc1ccc(-c2cc(C(F)F)nc(N3CCC(C)CC3)n2)cc1,-1,27,-0.4,7,-3,0.1,-7,0,3
CSc1cc(-c2ccccc2)n(Cc2c(Cl)cccc2Cl)c(=O)c1C#N,-5,-3,-2.4,9,8,-2.3,-7,-1,0
COc1ccc(OC)c(NC(=O)c2cc3c(=O)n4ccccc4nc3n2C)c1,1,-3,-1.8,-15,5,-1.9,-13,-5,13
CCc1ccc(C(=O)OCC(=O)NC2CCCC2)cc1,-13,20,1.9,-1,3,-0.8,16,-5,1
O=C(Cc1ccccc1)c1nc2ccccc2s1,2,12,-1.1,-6,4,-4.7,-12,-21,4
COc1ccc(N(C(=O)c2cccc(OC)c2OC)C2C=CS(=O)(=O)C2)cc1 (stereo unspecified),-1,-27,1.6,-5,2,0.6,-4,-5,-3
COc1ccc(C2SCC(C(=O)O)N2C(C)=O)cc1 (stereo unspecified),-11,-53,-3.2,23,2,-5.4,2,5,-2
COCCNC(=O)c1cccc(OC2CCN(Cc3ccc(C(=O)OC)cc3)CC2)c1,-3,-2,-0.1,31,5,-2.8,-16,-1,1
C#CCOCCOCCOCCNc1nc(N2CCN(C(=O)[C@H](Cc3ccc(O)cc3)n3cc([C@@H](N)CC(C)C)nn3)CC2)nc(N2CCN(C(=O)[C@H](Cc3cc4ccccc4[nH]3)n3cc([C@@H](N)CC(C)C)nn3)CC2)n1,7,9,-2.4,1,/,-4.0,4,2,-2

# Just IMP-1 inh and IDE cell inh, for some of the entries so far:
structure,IMP-1 inh,IDE cell inh
CCCS(=O)(=O)NCc1cn2cccc(C)c2n1,-1.8,-1
Cc1ccc(-c2cc(C(F)F)nc(N3CCC(C)CC3)n2)cc1,0.1,3
CSc1cc(-c2ccccc2)n(Cc2c(Cl)cccc2Cl)c(=O)c1C#N,-2.3,0
COc1ccc(OC)c(NC(=O)c2cc3c(=O)n4ccccc4nc3n2C)c1,-1.9,13
CCc1ccc(C(=O)OCC(=O)NC2CCCC2)cc1,-0.8,1
O=C(Cc1ccccc1)c1nc2ccccc2s1,-4.7,4

# The results go on:
SMILES,PfM18AAP inh,NALP1 yeast inh,VIM-2 inhibitor,PHOSPHO1 inh,IDE cell activ,IMP-1 inh,GPR7 antag,pCIP destab,IDE cell inh
Oc1ccc(Nc2nc(-c3ccccc3F)nc3ccccc23)cc1,-13,7,0.6,40,-4,-1.2,12,-7,-2
Cc1ccc(N2CC(C(=O)Nc3nccs3)CC2=O)cc1 (stereo unspecified),0,-6,-2.6,-1,6,-1.3,-8,-13,-1
CCCN1C(=O)/C(=N\OCC(=O)NCC(F)(F)F)c2ccccc21,-10,23,-0.1,2,-1,-1.9,-6,7,-4
CCOc1ccc(/C(O)=C2/C(=O)C(=O)N(c3ncccn3)C2c2ccccc2)cc1 (stereo unspecified),-2,21,1.5,-3,0,-1.0,-7,-18,1
Cc1cc(C)nc(-n2nc(C)cc2NC(=O)CN2CCc3ccccc3C2)n1,7,5,1.4,-6,0,-2.7,-3,1,2
COc1ccc(CCNC(=O)C2CCCN(S(=O)(=O)c3ccccc3)C2)cc1 (stereo unspecified),8,15,-3.0,-7,3,-3.2,-8,-10,3
CCOC(=O)c1ccc2c(c1)nc(SC/C(O)=C(\C#N)c1nc3ccccc3[nH]1)n2CC,-13,15,-2.8,88*,0,-2.6,8,-5,0
Cc1onc(-c2ccccc2)c1C(=O)Nc1cccnc1,8,22,-1.6,4,0,-2.5,-5,4,-2
Cc1ccc(C)n1-c1nn(S(=O)(=O)c2cccc3cccnc23)c2cccc(F)c12,-4,/,-1.5,8,4,-0.8,-19,2,7
Cc1cc2nc(-c3ccc(SCC(=O)Nc4ccc5c(c4)OCCO5)nc3)[nH]c2cc1C,-3,-8,1.0,53,-11,-1.1,16,-8,0
CC(C)CCN1CCC(n2nccc2NC(=O)c2ccc3c(c2)OCO3)CC1,-5,14,-2.4,45,5,-3.8,-4,6,4
COc1ccc(OC)c(NC(=O)C2C(C(=O)O)C3(Cl)C(Cl)=C(Cl)C2(Cl)C3(Cl)Cl)c1 (stereo unspecified),9,7,-1.0,16,7,-2.5,0,-11,5
CCN(CC)CCNC(=O)c1ccc(NC(=O)C2CCN(c3ncnc4sc(C)c(C)c34)CC2)cc1,-2,13,-0.3,-41,1,-0.4,-6,-21,6
Cc1cc(C)n(CC2CC(=O)N(c3ccc(Cl)c(Cl)c3)C2=O)n1 (stereo unspecified),2,-28,-0.9,4,-3,-4.4,12,-21,4
Cc1ccccc1NC(=O)/C(=C/c1ccccc1)c1ccccc1,-1,4,1.9,42,5,-0.6,-5,0,2
CCc1nnc(NC(=O)CSc2nnc(-c3ccc(S(=O)(=O)N4CCCC4)cc3)n2CC)s1,1,-139,-1.8,-10,5,-2.6,-5,8,-3
O=S(=O)(c1ccc(NC(=S)NCc2ccco2)cc1)N1CCCC1,-2,29,3.2,-7,2,-2.2,-11,0,2
COC(=O)Nc1ccc(S(=O)(=O)NCCO)cc1,-2,8,-2.7,-3,2,-4.5,-6,-11,4
Cc1cc2nc(CSc3ccc(Cl)cc3)cc(=O)n2[nH]1,-3,-7,-5.0,29,3,-3.8,-20,-7,4

# Profiles, looked up by structure:
# Listed for `Cc1onc(-c2ccccc2)c1C(=O)Nc1cccnc1` → PfM18AAP inh = 8; NALP1 yeast inh = 22; VIM-2 inhibitor = -1.6; PHOSPHO1 inh = 4; IDE cell activ = 0; IMP-1 inh = -2.5; GPR7 antag = -5; pCIP destab = 4; IDE cell inh = -2
# Listed for `COc1cc(OC)c(NC(=O)c2cncn2-c2ccc(F)cc2)cc1Cl` → PfM18AAP inh = 6; NALP1 yeast inh = 4; VIM-2 inhibitor = -3.5; PHOSPHO1 inh = 20; IDE cell activ = -3; IMP-1 inh = -1.8; GPR7 antag = -22; pCIP destab = -15; IDE cell inh = 4

# Four entries drawn at random from the list so far, as already listed:
SMILES,PfM18AAP inh,NALP1 yeast inh,VIM-2 inhibitor,PHOSPHO1 inh,IDE cell activ,IMP-1 inh,GPR7 antag,pCIP destab,IDE cell inh
CCOc1ccc(/C(O)=C2/C(=O)C(=O)N(c3ncccn3)C2c2ccccc2)cc1 (stereo unspecified),-2,21,1.5,-3,0,-1.0,-7,-18,1
Cc1cc(C)n(CC2CC(=O)N(c3ccc(Cl)c(Cl)c3)C2=O)n1 (stereo unspecified),2,-28,-0.9,4,-3,-4.4,12,-21,4
CC(C)CCN1CCC(n2nccc2NC(=O)c2ccc3c(c2)OCO3)CC1,-5,14,-2.4,45,5,-3.8,-4,6,4
COC(=O)Nc1ccc(S(=O)(=O)NCCO)cc1,-2,8,-2.7,-3,2,-4.5,-6,-11,4
